# KLK5 inh: human KLK5 protease inhibitors, primary screen, biochemical, 1536-well. recombinant hK5, fluorogenic AMC substrate cleavage. inhibition, % at 5 µM. hit rate 0.59% among 210,000;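 active = inhibition of 40% or more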;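 also: 0% = enzyme controls without compound and 100% = no-enzyme blanks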
# Target sequence (Q9Y337 67-293 limits assumed): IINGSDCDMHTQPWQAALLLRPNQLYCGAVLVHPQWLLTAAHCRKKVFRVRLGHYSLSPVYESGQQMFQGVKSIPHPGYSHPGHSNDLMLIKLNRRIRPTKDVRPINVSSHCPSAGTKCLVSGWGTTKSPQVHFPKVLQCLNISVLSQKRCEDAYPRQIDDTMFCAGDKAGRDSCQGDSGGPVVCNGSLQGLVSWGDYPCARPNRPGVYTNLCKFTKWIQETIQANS
# Hck-Nef inh: inhibitors of Nef-activated human Hck kinase, primary screen, biochemical, Z-Lyte FRET, 384-well, Hck-YEEI; Recombinant Hck-YEEI plus Nef, Z-Lyte FRET kinase assay; hit rate 0.68% among 220,000; Tyrosine-protein kinase HCK (Homo sapiens), P08631; inhibition, % at 20 µM;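 active = Hck-Nef kinase inhibition above about 50%, limit read from the data; inactive = inhibition below that limit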;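 also: 0% = DMSO with Hck plus Nef and 100% = Hck alone without Nef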
# TNF death inh: inhibitors of TNF-alpha triggered necroptosis, primary screen, cell-based, Jurkat FADD-/-, single concentration; Jurkat FADD-/- TNF necroptosis rescue, ATP luminescence, 24 h; 0 = TNF only, 100 = no-TNF cells; activation (protection from cell death), % at 10 µM; hit rate 0.068% among 220,000; AID 463075, 2010;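 active = activation, meaning protection from cell death, of at least 50% relative to plate controls; inactive = activation below 50%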;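 also: necroptosis triggered by 40 ng/mL TNF-alpha added together with compound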
# FXIIa inh: human FXIIa protease inhibitors, primary screen, biochemical, 1536-well | purified FXIIa, Boc-QGR-AMC fluorogenic substrate, 2 h | hit rate 0.3% among 220,000 | inhibition, % at 5 µM | Coagulation factor XII (Homo sapiens), P00748; in the data active = inhibition above about 40%;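 also: 0% = enzyme with no compound and 100% = blank without enzyme; many of its hits are not listed in these tables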
# Thrombin inh: human alpha-thrombin inhibitors, primary screen, counter-screen for coagulation protease inhibitor project, biochemical, 1536-well, fluorogenic AMC substrate; Prothrombin (Homo sapiens), P00734; Boc-VPR-AMC fluorogenic substrate cleavage; inhibition, % at 5 µM; hit rate 0.26% among 220,000;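 active = inhibition at or above 40%; inactive = inhibition below 40%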;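 also: 0% = enzyme with no compound and 100% = wells without enzyme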
#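 signal = AMC fluorescence, 355/460 nm | material = human alpha-thrombin enzyme | control set = enzyme without compound as high, wells lacking enzyme as low | times = reaction at room temperature | read-out basis = percent inhibition scaled between no-compound controls and no-enzyme blanks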
# L929 necroptosis: inhibitors of zVAD-triggered necroptosis, primary screen, L929 cells; viability rescue, % at 10 µM; L929 zVAD necroptosis rescue, ATP luminescence, 24 h; with zVAD 60 µM; hit rate 0.38% among 220,000;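 active = activation, scaled between plate controls, above about 75%, limit read from the data; inactive = activation under that limit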;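 also: 0% = zVAD with DMSO and 100% = DMSO alone without zVAD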
# Rad51 HR inh: human RAD51 strand exchange inhibitors, primary screen, biochemical, fluorescence | hit rate 0.085% among 200,000 | DNA repair protein RAD51 homolog 1 (Homo sapiens), Q06609 | hRad51 DNA strand exchange, fluorescence dequenching | inhibition, % at 10 µM;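 active = inhibition above 40% at the single screening dose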;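 also: 0% = DMSO control wells and 100% = blanks with heterologous ssDNA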
# Target sequence (Q06609 whole entry, looked up): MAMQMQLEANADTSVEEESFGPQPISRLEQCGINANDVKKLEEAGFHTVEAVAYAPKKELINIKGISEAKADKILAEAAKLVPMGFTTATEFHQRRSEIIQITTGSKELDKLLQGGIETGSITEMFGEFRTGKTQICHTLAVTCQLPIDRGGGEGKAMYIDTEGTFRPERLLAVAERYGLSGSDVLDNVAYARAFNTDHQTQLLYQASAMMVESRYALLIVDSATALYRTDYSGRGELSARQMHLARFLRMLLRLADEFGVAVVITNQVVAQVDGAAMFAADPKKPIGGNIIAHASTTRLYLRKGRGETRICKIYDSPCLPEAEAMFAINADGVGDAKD
#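 Material: hRad51 filaments on single-stranded DNA; Reagent: Donor/quencher-labelled 47-bp dsDNA substrate; Compound: 10 µM final, single point; Schedule: 37 °C 15-min filament assembly, 30-min compound preincubation, 15-min exchange; Technique: FRET fluorescence, excitation 485 nm, emission 520 nm; Benchmarks: control wells and blank wells on each plate.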
# Cl transport mod: KCC2 cotransporter modulators, thallium flux, primary screen, cell-based, HEK293 KCC2, FluoZin-2 fluorescence, MLSMR; hit rate 2.2% among 190,000; B-score of Tl+ flux slope (higher = more flux/activation; lower = inhibition) at 10 µM; AID 1456, 2008; KCC2 cells, thallium flux FluoZin-2 fluorescence; Solute carrier family 12 member 5 (Homo sapiens), Q9H2X9;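 active = thallium flux slope and its plate-corrected score both differing from the plate sample mean at a set confidence after two filtering rounds, in either direction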;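 also: slope of fluorescence scaled to starting intensity during 10 to 20 s after thallium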
# FXIa inh: human FXIa protease inhibitors, primary screen, biochemical, 1536-well | purified FXIa, Boc-Glu-Ala-Arg-AMC fluorogenic substrate | Coagulation factor XI (Homo sapiens), P03951 | inhibition, % at 5 µM | hit rate 0.14% among 220,000;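 active = inhibition of at least 40%; inactive = inhibition below 40%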;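 also: fluorescence of freed AMC excited at 355 nm; 0% = enzyme without compound and 100% = no enzyme blank; many of its hits are not listed in these tables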
# Starred values were filed as active, the others as inactive; · = not tested or not shown. The list is partial; count on the stated rates, not on these rows.
SMILES,KLK5 inh,Hck-Nef inh,TNF death inh,FXIIa inh,Thrombin inh,L929 necroptosis,Rad51 HR inh,Cl transport mod,FXIa inh
CC(C)(C)Cc1nnc(NS(=O)(=O)c2ccc(F)cc2)s1,-10,-2,-2.8,13,3,-0.1,7,-0.32,-1
Cc1ccc(CCCOC(=O)C[N+]2(C)CCCC2)cc1,-10,-15,0.7,4,-5,-0.7,12,2,-4
COC(=O)c1ccc(/C=N/NC(=O)CNc2cccc(C)c2)cc1,-2,-1,1.8,6,-7,0.8,11,0.64,-4
COc1ccccc1Nc1nc(C)c(C(=O)Nc2ccccc2)s1,-1,-4,4.7,6,-2,18,-3,0.014,-10
O=C(CCn1c(=S)[nH]c2ccccc2c1=O)NCCc1ccccc1,1,22,1.0,3,-15,1.1,-12,-0.76,-3
O=C(NCc1ccncc1)Nc1cccc([N+](=O)[O-])c1,·,-5,1.0,3,-3,0.6,·,·,-3
Cc1cc(-c2ccc(Cl)s2)n[nH]1,-1,-3,-0.6,13,4,0.2,·,-0.6,0
CCOC(=O)C1(Cc2ccccc2)CCCN(Cc2ccccn2)C1 (stereo unspecified),5,20,-0.7,11,-5,0.0,-5,-0.028,-1
CC(C)=CCN1CCN(C/C(Cl)=C/c2ccccc2)CC1CCO (stereo unspecified),-2,9,1.8,1,-4,-0.7,-6,0.0016,-2
CCOCC(=O)Nc1cc(-c2cn3cccnc3n2)ccc1C,-352,2,0.1,-12,-14,0.2,·,0.99,-11
CCc1ccc(C(=O)COC(=O)C(Cc2ccccc2)NC(=O)c2ccc(Cl)cc2)cc1 (stereo unspecified),-2,0,-3.4,12,-5,-0.2,-7,-0.21,-2
COCCNC(=O)c1snc2ccc(Cl)cc12,-9,7,0.0,18,5,-0.1,7,0.6,4
O=C(NNC(=O)c1cccnc1)Nc1ccccc1,-5,-1,-0.1,8,4,-0.2,2,-0.14,2
Cn1c(-c2ccccc2)c(C(=O)CCl)c2ccccc21,-1,26,-18,7,-3,45,-1,-3.9*,-1
CCOCCCNC(=O)c1ccc(Cn2c(=S)[nH]c3c([nH]c4ccc(OC)cc43)c2=O)cc1,0,25,1.0,9,13,1.8,-3,-0.16,-2
NC(=O)NCc1ccccc1,3,4,-0.3,10,1,1.1,-8,0.58,1
Cc1ccc(S(=O)(=O)N2CCC(=O)N(C(COCc3cccc(C(F)(F)F)c3)Cc3ccccc3)CC2)cc1 (stereo unspecified),-9,-5,2.7,18,3,0.4,-12,-0.13,4
CCCC(O)(c1ccc(Cl)cc1)C(CN1CCOCC1)c1ccccc1 (stereo unspecified),-22,6,-0.5,6,-6,0.7,3,0.76,1
O=C(Nc1ccc(Cl)cn1)C1C(c2ccccc2)C1(Cl)Cl (stereo unspecified),-3,14,2.4,6,2,2.0,20,0.074,1
Cc1cccc(C)c1NC(=O)C(c1ccccc1)N1CC(=O)Nc2ccccc21 (stereo unspecified),4,-9,0.7,-4,-2,·,·,-0.66,-3
Nc1nc(SCC(=O)NCc2ccc3c(c2)OCO3)n[nH]1,-12,-15,0.2,0,-3,0.2,-75,0.016,-7
O=C(OC1CCOC1=O)c1ccc(S(=O)(=O)N2CCCCCC2)cc1 (stereo unspecified),0,1,-1.0,1,-5,0.1,5,0.42,0
N#CC(C#SN)=C1CCCCC1,4,2,0.0,-10,-2,-0.3,-4,0.31,-2
COCCNC(=O)C(c1ccncc1)N(C(=O)Cn1nnc2ccccc21)c1ccc(OC)cc1 (stereo unspecified),17,0,-2.2,16,2,-0.3,3,0.57,6
CC(=O)c1ccc(NC(=O)c2ccc(S(=O)(=O)c3ccccc3)cc2)cc1,-3,0,1.4,12,3,0.5,·,0.22,3
SMILES,KLK5 inh,Hck-Nef inh,TNF death inh,FXIIa inh,Thrombin inh,L929 necroptosis,Rad51 HR inh,Cl transport mod,FXIa inh
COC(=O)CNC(=O)c1cc(-c2ccncc2)nc2c(C)c(Cl)ccc12,17,-21,-1.3,12,9,1.2,0,-1.1,7
Cc1cc(C(=O)COc2ccc([N+](=O)[O-])cc2)c(C)n1C1CC1,-2,10,-3.0,3,-5,0.5,10,0.18,-4
CC1CN(C(=O)/C=C/c2ccccc2[N+](=O)[O-])CC(C)O1 (stereo unspecified),-3,15,0.9,6,-2,21,-7,-0.42,-7
Cc1ccc(NS(=O)(=O)c2cccc3nsnc23)cc1,-9,-1,5.2,-1,-12,0.0,8,-0.06,-4
O=C(NC(=S)Nc1ccc(S(=O)(=O)N2CCCC2)cc1)C1CCC1,-7,1,4.0,4,-3,1.5,1,0.059,2
CCOC(=O)N1CCN(C(=O)COc2cc(=O)n(CC)c3ccccc23)CC1,-15,-1,0.1,9,-3,1.1,2,0.31,1
CCOC(=O)c1nnn(-c2nonc2-n2cccc2)c1CN1CCC(C)CC1,-7,1,-4.6,8,-4,-0.1,4,-0.49,-3
COc1ccc(/C=C/C(=O)OCC(=O)Nc2ccc(Cl)c(S(=O)(=O)N(C)C)c2)cc1OC,-5,-31,-2.0,14,1,1.9,·,-1.9,7
CCN(CC)CCCNC(=O)c1cc2c(=O)n(C)c3ccccc3c2n1C,-8,0,3.7,16,-2,77*,0,·,8
O=C(Cn1c(=O)oc2ccccc21)Nc1nnc(N2CCCCCC2)s1,-16,0,1.0,14,-4,0.2,1,1.1,2
COc1ccc2c(c1)OC13CCCCC1C2C(C(=O)c1ccccc1)C(=O)N3 (stereo unspecified),-13,0,0.9,-5,-4,1.0,0,1.1,1
Cc1cc(Oc2ccccc2)nc(SCC(=O)Nc2ccc(Cl)cc2Cl)n1,-2,-15,-0.8,16,1,0.3,8,1.3,0
C=CCn1cc(/C=N/Nc2nc3ccccc3[nH]2)c2ccccc21,-6,3,9.3,4,-2,54,·,0.58,1
Cc1cccc(NC(=S)N2CCC(O)CC2)c1C,-3,-13,-0.8,6,-8,-0.7,16,-0.76,-4
COC(=O)c1cc(-c2cccs2)[nH]n1,17,20,-2.1,4,3,0.4,-7,-0.12,2
Cc1cccn2c(=O)c(/C=C(\C#N)S(=O)(=O)c3ccccc3)c(N3CCCCC3)nc12,4,22,1.8,6,2,0.2,-26,-0.49,2
O=C1CS/C(=N/N=C2C3CC4CC(C3)CC2C4)N1,6,-1,0.6,10,2,2.0,6,0.52,2
O=C(CSc1nc2ccccc2o1)Nc1ccc(Cl)cc1,11,-2,0.2,-3,-4,0.1,-1,-0.17,-7
COc1cc(C(=O)NNC(=O)c2ccc(NC(C)=O)cc2)cc(OC)c1OC,-6,24,3.2,0,-3,1.3,4,-1.1,-5
CCOc1ccc(C(=O)Nc2cccc(C(C)=O)c2)cc1[N+](=O)[O-],5,20,-0.5,11,-2,31,-3,0.018,-1
Cn1cccc1/C=C1\SC(=O)N(c2ccc(O)cc2)C1=O,-16,3,0.6,11,-3,0.4,-44,-2,9
CCOc1ccc(N(CC)C(=O)c2nn(-c3ccc(OC)cc3)c(=O)c3c2c2ccccc2n3C)cc1,10,4,-4.1,10,-3,0.2,·,·,3
O=C(c1cc2cc(Br)ccc2s1)N1CCOCC1,-1,-2,1.2,7,-2,8.7,6,-0.026,1
COc1cc(OC)cc(-c2nc3ccccc3c(=O)n2OC(=O)c2ccccc2C)c1,-5,6,-6.1,13,4,·,·,-0.43,6
Cc1ccc(/C=C/C(=O)O)cc1S(=O)(=O)NC1CCS(=O)(=O)C1 (stereo unspecified),-4,20,-0.4,6,-9,2.5,-10,0.33,-5
SMILES,KLK5 inh,Hck-Nef inh,TNF death inh,FXIIa inh,Thrombin inh,L929 necroptosis,Rad51 HR inh,Cl transport mod,FXIa inh
Clc1ccc(/C=C/c2nc3ccccc3[nH]2)c(Cl)c1,-290,2,-19,-62,-20,0.3,-2,·,-29
O=C(CSc1ccccc1)Nc1cccc(NC(=O)c2ccco2)c1,-18,-1,-0.9,4,-9,0.8,·,0.5,-7
Cc1sc2nc(C)n(/N=C/c3ccc(O)cc3O)c(=O)c2c1C,-2,7,1.0,1,·,2.1,-5,0.51,0
COc1ccccc1/C=C/C(=C1/C(=O)N(c2ccccc2)N=C1C)c1ccc(C)cc1,2,5,-2.1,18,8,0.9,·,-0.14,9
COc1ccc(NC(=S)N(CCc2ccc(OC)c(OC)c2)Cc2ccccn2)cc1,0,22,1.8,6,-2,1.3,-2,-0.001,8
CCOC(=O)N1CCN(C(=O)c2cnn3ccccc23)CC1,-5,1,-0.3,12,-2,1.2,2,·,9
Cc1cc(C)n2nc(-c3ccc(F)cc3)nc2n1,-15,0,14,9,-1,0.4,0,-0.72,-3
O=C(NCc1ccco1)C1CCCCN1S(=O)(=O)c1ccc(F)cc1 (stereo unspecified),-12,-1,-4.1,18,2,-0.6,-4,-0.12,6
CC(=O)OCC(=O)NCc1ccc2c(c1)OCO2,-24,-1,1.9,3,-5,1.5,15,·,4
